MrgX1 ag – agonists of human MrgX1 receptor, primary screen, HEK293 cells, Fluo-4 calcium flux | 310,000 compounds, 0.44% hits | B-score at 10 µM | Fluo-4 calcium fluorescence, agonist mode; hits give high values | Mas-related G-protein coupled receptor member X1 (Homo sapiens), Q96LB2;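 active = calcium response B-score plate-corrected fluorescence ratio at least 3 library SD, with starting fluorescence B-score inside 5 SD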
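Material: HEK293 cells stably expressing human MrgX1 receptor | Quantity: 15,000 cells per well | Times: Cells plated overnight, dye loaded 0.5 h 37 °C, 0.5 h room temperature | Measured by: Kinetic Fluo-4 NW fluorescence of intracellular calcium | Control set: Positive and negative controls per plate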
TRPC6 inh – mouse TRPC6 channel inhibitors, primary screen, cell-based, HEK293, membrane potential dye. Short transient receptor potential channel 6 (Mus musculus), Q61143. ACh-evoked depolarization; hits give low values. B-score at 10 µM. 310,000 compounds, 1.1% hits. AID 2553, 2010;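 active = B-score under library mean minus 3 SD, initial fluorescence not abnormally high, positive integrated signal ratio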;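 also: B-score derived from integrated fluorescence ratio over the kinetic read; more negative B-score means stronger inhibition of depolarization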
TRPC6 act – mouse TRPC6 channel activators, primary screen, cell-based, HEK293, membrane potential dye; Short transient receptor potential channel 6 (Mus musculus), Q61143; HEK293-TRPC6 membrane potential dye fluorescence; hits give high values; B-score at 10 µM; 310,000 compounds, 0.13% hits;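 active = B-score of the integrated fluorescence ratio above library mean plus 3 SD, and starting fluorescence ratio within library mean plus 5 SD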;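 also: higher score means more depolarization so channel activation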
RGS4 block – RGS4 inhibitors, primary screen, cell-based, HEK293 M3R inducible RGS4, calcium flux. Fluo-4 calcium flux; hits give high values; triggered by carbachol at its EC20. AID 463165, 2010. 310,000 compounds, 0.45% hits. B-score at 10 µM. Regulator of G-protein signaling 4 (Homo sapiens), P49798;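 active = B-score, a plate-corrected calcium signal, over three deviations above library mean, with baseline fluorescence within five deviations of library mean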;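 also: RGS4 expression induced by doxycycline in cells with stable M3 receptor; B-score is computed from the integrated fluorescence ratio over baseline after carbachol; higher B-score means a larger calcium signal and so more RGS4 inhibition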
TRPC4 agonist – activators of mouse TRPC4 channel, primary screen, Fluo4 calcium, HEK293 TRPC4beta/mu-opioid cells; Short transient receptor potential channel 4 (Mus musculus), Q9QUQ5; Fluo4 calcium fluorescence; hits give high values; B-score at 10 µM; 310,000 compounds, 0.49% hits; AID 2237, 2010;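 active = B-score above 5 SD of library B-scores, and initial fluorescence ratio not above library mean plus 5 SD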;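 also: positive B-score marks a calcium rise read as TRPC4 activation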
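Incubation: 45 min room-temperature Fluo4 loading, 110 s read / System: HEK293 cells stably co-expressing mouse TRPC4beta and mu-opioid receptor / Signal: Fluo4 fluorescence, kinetic / Control set: buffer (low) and maximal DAMGO (high) / Measure: integrated baseline-normalised fluorescence ratio, converted to per-well B score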
TRPC4 potent – positive allosteric modulators of TRPC4, primary screen, cell-based, mouse TRPC4beta, HEK293 mu-opioid, Fluo-4 calcium. DAMGO EC20, Fluo-4 Ca2+ flux; hits give high values. B-score at 10 µM. 310,000 compounds, 0.42% hits;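 active = B-score of calcium response area above 5 SD of library B-scores, with initial fluorescence ratio within 5 SD of library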;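 also: B-score of integrated fluorescence ratio over time as area under calcium response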
TRPC4 inh – inhibitors of mouse TRPC4 channel, primary screen, Fluo4 calcium, HEK293 TRPC4beta/mu-opioid cells; Short transient receptor potential channel 4 (Mus musculus), Q9QUQ5; DAMGO-evoked Fluo4 calcium flux; hits give low values; B-score at 10 µM; 300,000 compounds, 0.39% hits; AID 2247, 2010;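 active = B-score over 3 SD under the library average, no early fluorescence shift, positive overall ratio signal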
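Assay system: Stable TRPC4beta/mu-opioid receptor HEK293 cells | Reagent: DAMGO in two steps, submaximal then maximal | Compound dosing: Single concentration per test compound | Signal: Fluo4 Ca2+ flux fluorescence | Evaluation: Per-well B score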
ANO1 block – TMEM16A chloride channel inhibitors, primary screen, cell-based, HTS. Anoctamin-1 (Mus musculus), Q8BHY3. HEK293 TMEM16A/YFP iodide influx fluorescence, ionomycin. normalized B-score (activity score, 25-100; higher = stronger inhibition) at 10 µM. 310,000 compounds, 1.2% hits;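 active = ratio plate-corrected score three or more library SD toward inhibition, starting fluorescence score within five deviations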;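 also: score derived from kinetic fluorescence span divided by baseline fluorescence per well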
Target sequence (Q8BHY3 whole entry, looked up): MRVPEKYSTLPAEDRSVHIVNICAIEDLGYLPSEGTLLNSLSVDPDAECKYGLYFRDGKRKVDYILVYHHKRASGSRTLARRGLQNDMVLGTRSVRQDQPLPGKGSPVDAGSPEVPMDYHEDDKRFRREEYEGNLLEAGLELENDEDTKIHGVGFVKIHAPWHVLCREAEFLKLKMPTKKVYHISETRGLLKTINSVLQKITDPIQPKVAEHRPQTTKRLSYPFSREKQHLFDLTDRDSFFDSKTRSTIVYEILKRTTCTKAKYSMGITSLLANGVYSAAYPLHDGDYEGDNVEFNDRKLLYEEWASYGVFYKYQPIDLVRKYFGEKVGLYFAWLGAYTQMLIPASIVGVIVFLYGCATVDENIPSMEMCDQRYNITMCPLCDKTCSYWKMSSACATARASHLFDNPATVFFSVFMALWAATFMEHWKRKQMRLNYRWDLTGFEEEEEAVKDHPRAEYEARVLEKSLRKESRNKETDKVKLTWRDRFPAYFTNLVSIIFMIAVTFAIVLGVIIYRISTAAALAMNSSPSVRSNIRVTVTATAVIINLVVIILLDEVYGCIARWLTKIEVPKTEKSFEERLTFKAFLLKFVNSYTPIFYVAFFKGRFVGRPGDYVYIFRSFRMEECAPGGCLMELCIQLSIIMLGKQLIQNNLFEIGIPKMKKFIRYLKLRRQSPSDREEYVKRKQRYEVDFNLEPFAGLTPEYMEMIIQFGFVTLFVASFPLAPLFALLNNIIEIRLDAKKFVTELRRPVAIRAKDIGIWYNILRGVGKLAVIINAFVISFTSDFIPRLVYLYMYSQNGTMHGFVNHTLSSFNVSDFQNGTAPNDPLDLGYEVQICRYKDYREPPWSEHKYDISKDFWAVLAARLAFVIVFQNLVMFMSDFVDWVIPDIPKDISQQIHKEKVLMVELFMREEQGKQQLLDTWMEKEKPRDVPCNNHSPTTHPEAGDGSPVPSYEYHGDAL
MrgX1 antag – antagonists of human MrgX1 receptor, primary screen, HEK293 cells, Fluo-4 calcium flux; Mas-related G-protein coupled receptor member X1 (Homo sapiens), Q96LB2; BAM8-22 antagonism; hits give low values; B-score at 10 µM; 310,000 compounds, 1.3% hits;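 active = calcium-response B-score plate-corrected more than 3 library SD below zero, starting fluorescence within 5 deviations, no agonist response on first addition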;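 also: peak minus trough fluorescence over baseline after final BAM8-22 challenge near maximal dose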
MrgX1 PAM – positive allosteric modulators of MrgX1, primary screen, HEK293 cells, Fluo-4 calcium flux; Mas-related G-protein coupled receptor member X1 (Homo sapiens), Q96LB2; AID 588675, 2011; FDSS; hits give high values; B-score at 10 µM; 310,000 compounds, 0.63% hits;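 active = plate-corrected calcium response at least 3 library SD above typical, normal starting fluorescence, not activating the receptor alone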;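 also: compound read alongside a low EC10 to EC30 dose of BAM8-22 agonist; peak minus trough fluorescence over baseline measured at the second addition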
ANO1 activ – TMEM16A chloride channel activators or potentiators, primary screen, cell-based, HTS. Anoctamin-1 (Mus musculus), Q8BHY3. HEK293 TMEM16A/YFP-H148Q/I152L, iodide quench fluorescence; hits give low values. B-score at 10 µM. 340,000 compounds, 0.3% hits. AID 623877, 2012;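 active = fluorescence-ratio B-score plate-corrected deviation score at least 3 library SD below zero, with starting fluorescence score within 5 deviations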;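 also: channel opened by trigger with iodide after compound preincubation; score built on the fluorescence ratio of max minus min over baseline; more negative score means more quench and so TMEM16A activation or potentiation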
* hit, by the source's call; i = inactive; . = not tested or not shown. The list is partial. The share of hits here may be higher or lower than overall.

SMILES	MrgX1 ag	TRPC6 inh	TRPC6 act	RGS4 block	TRPC4 agonist	TRPC4 potent	TRPC4 inh	ANO1 block	MrgX1 antag	MrgX1 PAM	ANO1 activ
Cc1ccc2c(c1)N(C(=O)CCC(=O)N1CCC3(CC1)OCCO3)CC(C)O2 (configuration not stated)	i	i	i	i	i	i	i	i	i	i	i
CN1C(=O)C(Cc2ccc(OCc3ccccc3)cc2)C(=O)N(C)C1=O	i	i	i	i	i	i	i	i	i	i	i
COc1ccc(CCNCc2sccc2C)cc1OC	i	i	i	i	i	i	i	i	i	i	i
CCN(C(=O)CN1CC=C(c2ccccc2)CC1)c1c(N)n(Cc2ccccc2)c(=O)[nH]c1=O	i	i	i	i	i	i	i	i	i	i	i
C[C@]12CCC3C(CCC4=C/C(=N/OCC(=O)NC(CCC(=O)O)C(=O)O)CC[C@@]43C)C1CCC2O (some centres not stated)	i	i	i	i	i	i	i	i	i	i	i
CN1CC(C(=O)c2ccc([N+](=O)[O-])cc2)C(c2ccc(Cl)cc2)C1 (configuration not stated)	i	i	i	i	i	13*	i	i	i	i	i
Cc1c(C(=O)N2CCC3(CC2)OCCO3)sc2ncnc(N(C)c3ccccc3)c12	i	i	i	i	i	i	i	i	i	i	i
CC(C)CNC(=O)c1c(N)n(Cc2ccco2)c2nc3ccccc3nc12	i	i	i	i	i	i	i	i	i	i	i
COc1cccc(-c2nn(CCC#N)cc2C(=O)Nc2ccccc2Cl)c1	i	i	i	i	i	i	i	i	i	i	i
CC(C)(C)C(=O)c1cn(CC(=O)NCc2ccco2)c2ccccc12	i	i	i	i	i	i	i	i	i	i	i
Cc1ccc(-n2c(O)c(C=Nc3ccc(S(N)(=O)=O)cc3)c(=O)[nH]c2=O)cc1	i	i	i	i	i	i	i	i	i	i	i
CCN1CCN(c2ccc(N)c(C)c2)CC1	i	i	i	i	i	i	i	i	i	i	i
COc1ccccc1CNCCc1ccc(F)cc1	i	i	i	i	i	i	i	i	i	i	i
C=CCn1c(O)c(C(C)=NCCC2=CCCCC2)c(=O)[nH]c1=O	i	i	i	i	i	i	i	i	i	i	i
COc1ccc(CN2CCN(Cc3ccccc3)CC2)c(OC)c1	i	i	i	i	i	i	i	i	i	i	i
CN1CCCC(C(=O)c2ccccc2)C1 (configuration not stated)	i	i	i	i	i	i	i	i	i	i	i
Cc1ccc(/C=C2/C(=O)NC(=O)N(CC3CCCO3)C2=O)s1 (configuration not stated)	i	i	i	i	i	i	i	i	i	i	i
COc1ccc(CC2C(=O)NC(=O)NC2=O)c(OC)c1	i	i	i	i	i	i	i	i	i	i	i
CC(C)(C)OC(=O)c1c(N)n(Cc2ccco2)c2nc3ccccc3nc12	i	i	i	i	i	i	i	i	i	i	i
Cc1c(Cl)cccc1NC(=S)N1CC2CC(C1)c1cccc(=O)n1C2 (configuration not stated)	i	i	i	i	i	i	i	i	i	i	i
c1ccc2c3c(ccc2c1)OCC1CONC31 (configuration not stated)	i	i	i	i	i	i	i	i	i	i	.
c1ccc(C2CN3CCC2CC3)cc1 (configuration not stated)	i	i	i	i	i	i	i	i	i	i	i
CN1C(=O)c2ccccc2Sc2ccc(C(=O)N3CCC4(CC3)OCCO4)cc21	i	i	i	i	i	i	i	i	i	i	i
CC1(C)CC(=O)C(C=NCCN2CCN(C(=O)Cc3ccc(F)cc3)CC2)=C(O)C1	i	i	i	i	i	i	i	i	i	i	i
CCOC(=O)C1CCN(/C=C2/C(=O)NC(=O)N(c3ccc(OCC)cc3)C2=O)CC1	i	.	.	.	.	.	.	i	i	i	i
COc1ccc(CNC(=O)CCC(=O)N2C[C@H]3C[C@H](C2)c2cccc(=O)n2C3)cc1	i	i	i	i	i	i	i	i	i	i	i
CN(C)C(Cc1ccc(Cl)cc1)C(=O)c1ccccc1 (configuration not stated)	i	i	i	i	i	i	i	i	i	i	i
CCN(CC)c1nc2c(C)cccn2c(=O)c1C=C1C(=O)NC(=O)NC1=O	i	i	i	i	i	14*	i	i	i	i	i
CC(Cc1ccccc1)NC(=O)c1ccc(N)cc1 (configuration not stated)	i	i	i	i	i	i	i	i	i	i	i
OC(CNCCc1c[nH]c2ccccc12)c1ccccc1 (configuration not stated)	i	i	i	i	i	i	i	i	i	i	i
O=Cc1cn(CCCOc2ccccc2)c2ccccc12	i	i	i	i	i	i	i	i	i	i	i
O=C1NC(=O)N(c2cccc(F)c2)C(=O)/C1=C/c1ccc(N2CCOCC2)cc1	i	i	i	i	i	i	i	i	i	i	i
Cc1cc2ccccn2c1C(C[N+](=O)[O-])c1c(F)cccc1Cl (configuration not stated)	i	i	i	i	i	i	i	i	i	i	i
CN(C)C(=O)Oc1ccc(-c2cn3cc(C(F)(F)F)ccc3n2)cc1	i	i	i	i	i	i	i	i	i	i	i
O=c1[nH]c(O)c(C=Nc2ccc(F)c(Cl)c2)c(=O)[nH]1	i	i	i	i	i	i	i	i	i	i	i
Cc1ccc(C2(O)CN3CCC2CC3)cc1 (configuration not stated)	i	i	i	i	i	i	i	i	i	i	i
CN1C(CC(O)c2ccccc2)CCCC1CC(O)c1ccccc1 (configuration not stated)	i	.	.	.	.	.	.	i	i	i	i
C=CCn1c(O)c(C(C)=Nc2cccc(C(F)(F)F)c2)c(=O)[nH]c1=O	i	i	i	i	i	i	i	i	i	i	i
Oc1ccccc1CN(CCc1ccccc1)Cc1ccccc1	i	i	i	i	i	i	i	i	i	i	i
CCN1C[C@]2(COC)CC[C@H](O)[C@]34C1[C@](O)([C@@H](OC)[C@H]23)[C@@]1(O)C[C@H](OC)[C@H]2C[C@@H]4[C@@H]1[C@H]2OC	i	.	.	.	.	.	.	i	i	i	i
CP(=O)(O)CCCN	i	i	i	i	i	i	i	i	i	i	i
O=C(Nc1ccccc1)c1c(O)[nH]c(=S)[nH]c1=O	i	i	i	i	i	i	i	i	i	i	i
Cc1ccc(-n2c(O)c(/C=N/NC(=O)c3ccncc3)c(=O)[nH]c2=O)cc1	i	i	i	i	i	i	i	i	i	i	i
COC(=O)C(Cc1ccc(N(CCCl)CCCl)cc1)N=Cc1ccccc1O (configuration not stated)	i	i	i	i	i	i	i	i	i	i	i
CC(=O)OCC(=O)[C@H]1CC[C@H]2[C@@H]3CC[C@H]4C[C@H](O)CC[C@]4(C)[C@H]3C(=O)C[C@]12C	i	.	.	.	.	.	.	i	i	i	i
CC(C(=O)Nc1ccc(Br)cc1C(=O)c1ccccc1)N1CCCCC1 (configuration not stated)	i	i	i	i	i	i	i	i	i	i	i
COc1cccc(NP(=O)(Oc2ccccc2Cl)Oc2ccccc2Cl)c1	i	i	i	i	i	i	i	i	i	i	i
FC(F)(F)c1ccc(CN2CCNCC2)cc1	i	i	i	i	i	17*	i	i	i	i	i
c1cncc(CNC2CCCC2)c1	i	i	i	i	i	i	i	i	i	i	i
Cc1ccc(Cn2nnnc2CN2CCC(n3nnc4ccccc43)CC2)cc1	i	i	i	i	i	i	i	i	i	i	i
Cc1ccc(C2(O)CCN3CCCCC32)cc1 (configuration not stated)	i	i	i	i	i	i	i	i	i	i	i
O=C(c1ccccc1)c1cn(CC(=O)N2CCOCC2)c2ccccc12	i	i	i	i	i	i	i	i	i	i	i
COc1ccc(C2C(C(=O)N3CCC4(CC3)OCCO4)CC(=O)N2c2ccc(OC)cc2)cc1 (configuration not stated)	i	.	.	.	.	.	.	i	i	i	i
COc1cc(CN2CCN(C(=O)COc3ccccc3)CC2)cc(OC)c1OC	i	i	i	i	i	i	i	i	i	i	i
CCCCCCn1c(N)c(C(=O)NCCN2CCOCC2)c2nc3ccccc3nc21	i	i	i	i	i	i	i	i	i	i	i
CCOC(=O)N1CCC(NC(=O)CCc2nc(C3=CCN(C)CC3)no2)CC1	i	i	i	i	i	i	.	i	i	i	i
Cc1nn(C)cc1/C=C1/CC2C3CC=C4CC(O)CCC4(C)C3CCC2(C)C1=O (configuration not stated)	i	i	i	i	i	10*	i	i	i	i	i

Complete entries as entered above.
Shown for CCOC(=O)C1CCN(/C=C2/C(=O)NC(=O)N(c3ccc(OCC)cc3)C2=O)CC1 = MrgX1 ag = i; TRPC6 inh = .; TRPC6 act = .; RGS4 block = .; TRPC4 agonist = .; TRPC4 potent = .; TRPC4 inh = .; ANO1 block = i; MrgX1 antag = i; MrgX1 PAM = i; ANO1 activ = i
Shown for O=C(Nc1ccccc1)c1c(O)[nH]c(=S)[nH]c1=O = MrgX1 ag = i; TRPC6 inh = i; TRPC6 act = i; RGS4 block = i; TRPC4 agonist = i; TRPC4 potent = i; TRPC4 inh = i; ANO1 block = i; MrgX1 antag = i; MrgX1 PAM = i; ANO1 activ = i
Shown for c1ccc(C2CN3CCC2CC3)cc1 (configuration not stated) = MrgX1 ag = i; TRPC6 inh = i; TRPC6 act = i; RGS4 block = i; TRPC4 agonist = i; TRPC4 potent = i; TRPC4 inh = i; ANO1 block = i; MrgX1 antag = i; MrgX1 PAM = i; ANO1 activ = i

Screening data (PubChem)
